H9c2 TAG inh: inhibitors of triacylglycerol accumulation | H9c2 cells, Nile Red lipid (TAG) fluorescence; cells loaded with 200 µM oleic acid | inhibition, % at 12.5 µM | 230,000 tested, 0.66% active | AID 651582;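 active means pattern-corrected inhibition of lipid staining of at least 50% with the nuclear-stain viability signal not falling by more than 50%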;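 further: 0% = DMSO wells and 100% = triacsin C control wells; some results filed as inactive read as strong as hits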
H9c2 TAG inh DAPI viability: recorded beside H9c2 TAG inh, whose call it bears; DAPI nuclei signal change (viability), lower = more cytotoxic, %;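 whole-well DAPI fluorescence read on a plate reader as a viability signal; minus 50 percent equals half of cells still viable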
Active calls of the source: *.

Second line of a record: H9c2 TAG inh, H9c2 TAG inh DAPI viability
- CCN(CC)C(=O)c1nc[nH]c1C(=O)N1CCc2ccccc2C1
    -13.6, 1.6
- COc1ccccc1N1CCN(C(=O)CNC(=O)c2cn(-c3ccccc3OC)c(=O)c3ccccc23)CC1
    -26.2, 3.7
- COC(=O)CN1C(=S)N(c2ccc(F)cc2)C(=O)C1CC(=O)Nc1ccc(OC)cc1 (stereo not given)
    9.5, -2.6
- Cc1cc(C)cc(CSc2nnc(C)c(=O)[nH]2)c1
    -25.8, -0.9
- N/C(=N\OC(=O)c1ccc(Br)cc1)c1cccc([N+](=O)[O-])c1
    8.4, 9.1
- Cc1noc(C)c1COC(=O)c1ccc(-c2nc3ccccc3s2)s1
    -13.5, 7.8
- COc1ccc(Cl)cc1NC(=O)CN(C)C(=O)Cc1ccc2c(c1)CCC2
    36.4, 0.9
- CC1CC(C)CN(C(=O)COc2cccnc2[N+](=O)[O-])C1 (stereo not given)
    -9.3, -0.3
- CCOC(=O)c1c(-c2ccccc2)csc1NC(=S)NC(=O)c1ccccc1
    -160.3, 4.0
- Cc1c(Br)c([N+](=O)[O-])nn1CC(=O)Nc1ccc(C(C)C)cc1
    -15.0, -4.6
- C/C(=N\NC(=O)c1cccc([N+](=O)[O-])c1)c1cccs1
    -0.3, 3.8
- O=C1C=C(N2CCOCC2)c2cccc3cccc1c23
    0.2, 9.7
- CSc1ccccc1-c1cnc(NC(C)=O)cn1
    2.0, -1.2
- CCCCN(C)CCCNC(=O)c1ccc(N2CCCC2=O)cc1
    1.5, -2.9
- Cc1ccc(NC(=O)COC(=O)Cn2ccc(C(F)(F)F)n2)cc1Cl
    -12.9, -4.4
- CC(C)(C)N(Cc1ccccc1)C(=O)COC(=O)c1cccc([N+](=O)[O-])c1
    -5.2, 3.4
- CCC(=O)c1ccccc1OCCN1CCN(CC)CC1
    5.5, 18.4
- CCOc1ccccc1-n1nnnc1SCC(=O)N(C)C1CCS(=O)(=O)C1 (stereo not given)
    -9.0, 20.5
- COc1ccccc1C(=O)Nc1cc(Cl)ccc1O
    3.3, -4.1
- COc1ccc(C(=O)C2CCCN(C(=O)c3n[nH]c4c3CCCC4)C2)cc1OC (stereo not given)
    -13.1, 2.0
- Cc1ccc(-c2nc(NCc3ccco3)n(S(C)(=O)=O)n2)cc1
    -2.6, 6.3
- CCOc1ccc(-c2nnc(-c3snc(-c4ccc(F)cc4)c3N=CN(C)C)o2)cc1
    -49.3, 17.5
- Cc1nc2ccc(NC(=S)NC3CCCCC3)cc2nc1C
    5.9, 12.4
- CC1(C)Cc2cccc(OCC(=O)NCCc3ccc(S(N)(=O)=O)cc3)c2O1
    4.3, -0.7
- c1ccc(-c2ccn3nnnc3n2)cc1
    -5.6, -2.3
- COc1cc(-c2nnc3sc(C4CCCCC4)nn23)cc(OC)c1OC
    -20.6, -3.0
- COc1ccc(S(=O)(=O)NCc2cccnc2)cc1C
    -5.5, 1.2
- Cc1csc(=O)n1CC(=O)Nc1ccc(S(C)(=O)=O)cc1
    1.6, -9.1
- COc1cccc2cc(C(C)=O)oc12
    4.0, 2.9
- CCOC(=O)c1nn(-c2ccc(F)cc2)cc1O
    5.6, 5.7
- O=C(NCc1ccccc1F)c1cccc(S(=O)(=O)N2CCCCC2)c1
    12.3, -2.0
- CCCNC(=O)C1(C)CCCN(Cc2ccc3c(c2)OCO3)C1 (stereo not given)
    2.6, 2.1
- O=C(NNC(=O)C1CCCN(S(=O)(=O)c2cccc(F)c2)C1)C1CC1 (stereo not given)
    -14.3, -3.2
- COc1cccc(C(=O)N/N=c2\sc3ccccc3n2C)c1
    5.3, 5.6
- COC(=O)c1ccccc1NC(=O)CN1C(=O)CSC1=O
    -6.5, 11.2
- c1ccc(-c2cn3c4c(sc3n2)CCCC4)cc1
    4.5, -12.0
- CCc1ccc2c(CN3CCc4ccccc43)cc(=O)oc2c1
    2.8, -2.4
- CC(C)(O)P(=O)(O)CCc1ccccc1
    7.0, 6.5
- CC(C)C(=O)N1CCC(c2nc(-c3ccc(S(=O)(=O)N4CCN(C)CC4)cc3)no2)CC1
    -16.7, 1.3
- CCCCn1c(N)c(N(CC(C)C)C(=O)CSCC(=O)Nc2ccc(OC)cc2)c(=O)[nH]c1=O
    5.6, 1.5
- O=C(Nc1nc(-c2ccccc2)cs1)c1ccc2c(c1)S(=O)(=O)c1ccccc1C2=O
    10.1, 2.8
- Cc1ccc(C(=O)Nc2ccccc2Oc2ccccc2)o1
    -2.9, 2.6
- Cc1ccc(NC(=O)N2CCCC2C(=O)NCc2ccc(Cl)cc2)cc1 (stereo not given)
    7.1, 1.8
- COC(=O)CCC(=O)N1CCCC(C(=O)c2ccc(Cl)cc2C)C1 (stereo not given)
    8.2, -10.4
- O=C(CNc1ccccc1)Nc1cccc2ccccc12
    -10.9, 1.9
- O=C(NCc1cccnc1)c1cn(-c2ccccc2)nc1-c1ccccc1
    1.3, -2.8
- CN1CCc2c(OCC(=O)N3CCC(Cc4ccccc4)CC3)cccc2C1=O
    -23.3, 4.7
- Cc1sc2nc(CSC(C)C(=O)Nc3ccc(Cl)cn3)[nH]c(=O)c2c1C (stereo not given)
    14.1, -0.9
- COc1ccc(-c2nc3ccccc3n2CCC(C)C)cc1OC
    -0.7, 4.0
- CC(=O)N(O)CCCCCNC(=O)CCC(=O)N(O)CCCCCNC(=O)CCC(=O)N(O)CCCCCN
    -2.9, -5.4
- COC(=O)c1cc(C#N)c(N2CCOCC2)nc1C
    -7.7, 9.6
- CCOC(=O)CN1CCS(=O)(=O)CC1
    -3.6, 2.6
- COc1ccc(-c2ccc(SC)nn2)cc1
    -6.1, -2.6
- COc1ccc(/C=N\NC(=O)CC(=O)Nc2cccc(Cl)c2)cc1OC
    -3.6, -12.3
- Cc1ccc(-c2nnc(-n3ncc(C#N)c3N)c3ccccc23)cc1C
    -55.7, -8.3
- Cc1nc(-c2cc(C#N)c(Sc3ccc(Cl)cc3Cl)nc2C)cs1
    3.4, 1.7
- COc1cc(C)nc(Oc2ccc(OCc3ccccc3)nn2)n1
    -30.5, 5.7
- Cc1ccc(NC(=O)Cn2c([N+](=O)[O-])cnc2C)cc1
    0.0, 23.2
- Cc1ccc(NC(=O)C(C)NS(=O)(=O)c2ccc(F)cc2)cc1C (stereo not given)
    -4.7, 4.6
- COCCCNC(=O)/C=C1\Sc2ccccc2N(Cc2ccccc2F)C1=O
    16.4, -11.0

Carrying on:
Second line of a record: H9c2 TAG inh, H9c2 TAG inh DAPI viability
- COc1cccc(-c2nc(NCC3CCCO3)c3ccccc3n2)c1O (stereo not given)
    33.4, 4.4
- CCN(C(=O)COC(=O)/C=C/c1c(C)nn(Cc2ccc(C)cc2)c1C)C1CCS(=O)(=O)C1 (stereo not given)
    -11.6, -6.4
- COc1ccc(Cc2nnc(NC(=O)c3ccco3)s2)cc1OC
    12.1, -0.1
- CCCn1c(N)c(C(=O)CSc2ncn[nH]2)c(=O)n(C)c1=O
    -9.9, 3.6
- CCOc1ccc(NS(=O)(=O)c2ccc(N)cc2)cc1
    17.4, -2.7
- N#Cc1cccc(-c2csc(C(O)c3ccc(F)cc3)n2)c1 (stereo not given)
    -8.5, 3.8
- CCOc1ccc(C2/C(=C(/O)c3ccc4c(c3)CC(C)O4)C(=O)C(=O)N2CC2CCCO2)cc1 (stereo not given)
    -5.1, 0.5
- CCN(CC)c1c(C)nc2ccc(C(=O)N3CCN(C(=O)c4ccco4)CC3)cn12
    -2.3, 7.4
- Cc1nc(NC(=O)CN2CCN(c3cccc(Cl)c3)CC2)sc1C(=O)N(C)C
    4.7, 4.8
- Cc1sc2ncnc(SCC(=O)N3CCOCC3)c2c1C
    19.0, -4.3
- Cc1cc(NC(=O)c2ccc(S(=O)(=O)N(C)CC3CCCO3)cc2)no1 (stereo not given)
    17.2, 10.1
- Cc1sc2nc(SCC(=O)N3CCOCC3)[nH]c(=O)c2c1-c1ccccc1
    9.8, 8.7
- COC(=O)c1ccc(NC(=O)COC(=O)COc2cccc3c2OC(C)(C)C3)cc1
    4.7, -1.7
- O=C1CN(C(=O)CNCc2ccccc2Cl)c2ccccc2N1
    -2.3, -4.8
- C/C(=N\NC(=O)CSCc1ccccc1Cl)c1cccc(NC(=O)c2ccccc2)c1
    0.4, 12.5
- O=C(N/N=C/c1ccncc1)c1cc2c(ccc3ccccc32)o1
    16.7, 14.5
- CCCN(C(=O)c1ccc(N2CCCC2=O)cc1)C1CCS(=O)(=O)C1 (stereo not given)
    -4.5, -0.5
- COc1ccc(CCNC(=O)CCCc2ccccc2)cc1
    -0.9, -4.6
- Nc1ccc(-n2nc3ccccc3n2)cc1
    -4.6, 46.2
- CCOc1ccc2nc(NC3=NC(C)(C)C=C(C)N3)nc(C)c2c1
    2.8, 32.6
- COc1ccc(NC(=O)CN(C)C(=O)/C=C/c2cn(-c3ccccc3)nc2-c2cccs2)cc1
    4.2, 2.3
- O=C(COC(=O)C1CCC1)Nc1ccc(OC(F)F)cc1
    6.8, -4.3
- CCCOC1CCCN(C(=O)CCc2nnc(Cc3cccc(C)c3)o2)C1 (stereo not given)
    -6.9, 6.8
- COc1cccc(NC(=O)CN(C)C(=O)CCc2nc3sc4c(c3c(=O)[nH]2)CCCC4)c1
    -2.5, -9.4
- O=[N+]([O-])c1cccc(-c2nc(-c3ccccc3)no2)c1
    -0.6, 18.5
- COc1ccc(C(=O)N(Cc2ccccc2)c2cccc(C)c2)cc1S(=O)(=O)N1CCOCC1
    15.1, -9.1
- COc1ccc(CNC(=O)c2cc(C3CC3)nc3c2cnn3C(C)C)cc1OC
    14.0, -7.5
- NC(=O)C1CCN(CC(=O)NCc2ccccc2)CC1
    -13.0, 5.1
- CCCC[n+]1ccn(-c2nc3c([N+](=O)[O-])cccc3n2C)c1
    3.9, -3.3
- CCCCN(C(=O)c1cc(-c2ccco2)nc2ccccc12)c1c(N)n(CCCC)c(=O)[nH]c1=O
    -3.3, -0.3
- O=C(NCC(=O)N(CC1CCCO1)C(C(=O)NC1CCCC1)c1ccc(F)cc1)c1ccco1 (stereo not given)
    1.8, -7.1
- CCCCCSc1nc2c(c(=O)[nH]c(=O)n2C)n1CC
    -30.8, -2.4
- CCCCN1C(=O)/C(=C/C=C2\Oc3ccccc3N2CC)SC1=S
    -237.1, -7.8
- CCOC(=O)NC(=S)Nc1c(C)n(C)n(-c2ccccc2)c1=O
    -21.0, 6.8
- CNC[C@H](O)c1ccc(O)c(O)c1
    -9.0, 9.2
- CCCC(=O)N1CCC1(C)C(=O)Nc1ccc2nccnc2c1 (stereo not given)
    3.8, 5.4
- CN(C)/C=N/C(=S)Nc1ccccc1F
    6.9, -2.8
- COC(=O)c1ccc(NS(=O)(=O)c2ccc(S(=O)(=O)N3CCOCC3)cc2)cc1
    -8.6, 1.9
- C=CCOC(=O)C1=C(C)NC(SCC(N)=O)=C(C#N)C1c1cccs1 (stereo not given)
    2.1, -2.2
- CCOC(=O)c1cc2n(n1)C(C(F)(F)C(F)(F)F)CC(C)N2 (stereo not given)
    -6.1, -3.5
- O=C1ON=C(c2cccc([N+](=O)[O-])c2)/C1=C/c1ccc(O)cc1
    -3.7, -5.3
- Cc1ccc(NC(=O)CSCC(=O)NCCc2ccccc2)cc1
    -0.6, 2.3
- CC1(C)Cc2ccccc2C(=O)N1
    -5.9, 6.8
- Cc1nn(C)c(C(=O)NNC(=S)NCc2ccco2)c1Cl
    -2.3, -2.2
- CCOC(=O)Nc1ccc2c(c1)N(C(=O)CN1CCN(C)CC1)c1ccccc1CC2
    9.7, -4.4
- O=S(=O)(Nc1ccc(Br)cc1)c1cccc2nonc12
    10.4, -1.8
- Cc1ccsc1CN(C)C(=O)CN1C(=O)NC(c2ccccc2)(c2ccccc2)C1=O
    17.5, -3.6
- COc1ccc(-c2c(C#N)c(N)nc(Sc3ccc(Cl)cc3)c2C#N)cc1
    54.1*, -39.8*
- Cc1nnnn1/C(=C\c1ccccc1)C(=O)OCC(=O)Nc1ccc(Cl)cc1F
    7.4, -1.0
- CC(c1nccs1)N(C)c1nc2nonc2nc1N(C)C (stereo not given)
    -3.2, 2.7
- C[C@H](O)[C@@H]1C(=O)N2CCc3ccc(-c4ccccc4)cc3[C@@H]2C[C@@H]1N(C)C(=S)Nc1ccc(F)cc1
    8.3, 0.8
- C=CCNC(=S)NNC(=O)Cn1c(-c2ccccc2)cc(=O)n2ncnc12
    -0.8, 2.3
- O=S(=O)(c1ccccc1Cl)N1CCCC1c1nc(-c2ccccc2Cl)no1 (stereo not given)
    -16.9, 19.4
- CC(NC(=O)Cn1nc(C(=O)O)c2ccccc2c1=O)c1ccccc1 (stereo not given)
    -5.3, -6.6
- Cc1c(Cl)c([N+](=O)[O-])nn1CC(=O)NCC1CCCO1 (stereo not given)
    -3.3, -4.4
- CC(C)(C)n1cnnc1Sc1ccc([N+](=O)[O-])cn1
    2.1, -3.4
- O=C(Nc1cccc(S(=O)(=O)Nc2ccc(Cl)cc2)c1)c1ccccn1
    -14.0, 2.9
- O=C(Nc1ccc(OC(F)(F)F)cc1)c1ccc2nccnc2c1
    -10.9, 4.1
- CN(Cc1c(F)cccc1Cl)C(=O)CNC(=O)c1cccs1
    -1.8, -3.8

6 neighbouring entries from above:
Second line of a record: H9c2 TAG inh, H9c2 TAG inh DAPI viability
- O=C(NCC(=O)N(CC1CCCO1)C(C(=O)NC1CCCC1)c1ccc(F)cc1)c1ccco1 (stereo not given)
    1.8, -7.1
- CCCCCSc1nc2c(c(=O)[nH]c(=O)n2C)n1CC
    -30.8, -2.4
- CCCCN1C(=O)/C(=C/C=C2\Oc3ccccc3N2CC)SC1=S
    -237.1, -7.8
- CCOC(=O)NC(=S)Nc1c(C)n(C)n(-c2ccccc2)c1=O
    -21.0, 6.8
- CNC[C@H](O)c1ccc(O)c(O)c1
    -9.0, 9.2
- CCCC(=O)N1CCC1(C)C(=O)Nc1ccc2nccnc2c1 (stereo not given)
    3.8, 5.4

Screens (PubChem BioAssay)

These rows are one share of the data, so the mix of outcomes need not match the whole.
